Assay outcomes from PubChem.
KCNQ1 act – potentiators or activators of KCNQ1 channel, primary screen, cell-based, thallium flux, high-throughput | hit rate 0.35% among 310,000 | B-score at 10 µM | Potassium voltage-gated channel subfamily KQT member 1 (Homo sapiens), P51787 | CHO-K1 KCNQ1, thallium flux FluxOR fluorescence; stronger effect = higher value;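 active = fluorescence ratio B-score, a plate-corrected score, at least three library SD, with initial intensity B-score within 5 SD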
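Assay system: CHO-K1 cells stably expressing KCNQ1; Medium: assay buffer with matched DMSO; Also added: K+/Tl+ depolarizing stimulus; Dosing: single dose; Timing: dye 90 min, compound 20 min, room temperature; Measured by: kinetic FluxOR thallium fluorescence, 10-s 1-Hz baseline, 110-s post-stimulus read; Read-out: peak-minus-minimum fluorescence over initial fluorescence, negative-control normalized, B-scored.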
hERG rescue – hERG rescue from dofetilide block, primary screen, cell-based, CHO-hERG, FluxOR thallium flux, dofetilide IC70. Voltage-gated inwardly rectifying potassium channel KCNH2 (Homo sapiens), Q12809. dofetilide IC70 present. activation (rescue from dofetilide block), less the hit threshold, % at 10 µM. hit rate 0.51% among 310,000;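 active = activation above the mean of controls blocked by dofetilide plus 5 SD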;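 note: thallium influx through hERG after potassium depolarization seen as dye fluorescence rise; in these data hits start at about 4.7%; inactives centre near -7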
HDAC3 inh – HDAC3 deacetylase inhibitors, primary screen, biochemical, fluorescence, cell-free homogeneous; AID 2718, 2010; Histone deacetylase 3 (Homo sapiens), O15379; hit rate 0.15% among 320,000; inhibition, % at 8.3 µM; recombinant HDAC3, fluorogenic peptide/trypsin coupled; in the data active = inhibition above about 26%, passing the limit was not always enough; inconclusive = no clear call, values can overlap the other calls
Target sequence (O15379 whole entry, looked up): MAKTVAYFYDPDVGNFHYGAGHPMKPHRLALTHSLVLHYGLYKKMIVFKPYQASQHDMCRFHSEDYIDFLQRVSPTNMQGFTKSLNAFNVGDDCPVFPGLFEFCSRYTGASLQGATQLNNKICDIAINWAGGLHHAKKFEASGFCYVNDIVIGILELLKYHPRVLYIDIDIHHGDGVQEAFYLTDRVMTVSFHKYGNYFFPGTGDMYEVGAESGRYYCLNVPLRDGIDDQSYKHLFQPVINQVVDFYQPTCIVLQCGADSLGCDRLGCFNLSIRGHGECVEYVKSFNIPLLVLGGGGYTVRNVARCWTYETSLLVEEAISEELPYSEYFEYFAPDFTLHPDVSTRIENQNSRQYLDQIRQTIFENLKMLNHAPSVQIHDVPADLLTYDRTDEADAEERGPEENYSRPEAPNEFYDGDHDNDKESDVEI
ANO1 block – TMEM16A chloride channel inhibitors, primary screen, cell-based, HTS | Anoctamin-1 (Mus musculus), Q8BHY3 | HEK293 TMEM16A/YFP iodide influx fluorescence, ionomycin | normalized B-score (activity score, 25-100; higher = stronger inhibition) at 10 µM | hit rate 1.2% among 310,000 | AID 588511, 2011;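 active = ratio plate-corrected score three or more library SD toward inhibition, starting fluorescence score within five deviations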;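 note: score derived from kinetic fluorescence span divided by baseline fluorescence per well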
RGS4 inh – RGS4 inhibitors, primary screen, cell-based, HEK293 M3R inducible RGS4, calcium flux. Regulator of G-protein signaling 4 (Homo sapiens), P49798. Fluo-4 calcium flux; stronger effect = higher value; triggered by carbachol at its EC20. B-score at 10 µM. hit rate 0.45% among 310,000;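 active = B-score, a plate-corrected calcium signal, over three deviations above library mean, with baseline fluorescence within five deviations of library mean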;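 note: RGS4 expression induced by doxycycline in cells with stable M3 receptor; B-score is computed from the integrated fluorescence ratio over baseline after carbachol; higher B-score means a larger calcium signal and so more RGS4 inhibition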
Target sequence (P49798 whole entry, looked up): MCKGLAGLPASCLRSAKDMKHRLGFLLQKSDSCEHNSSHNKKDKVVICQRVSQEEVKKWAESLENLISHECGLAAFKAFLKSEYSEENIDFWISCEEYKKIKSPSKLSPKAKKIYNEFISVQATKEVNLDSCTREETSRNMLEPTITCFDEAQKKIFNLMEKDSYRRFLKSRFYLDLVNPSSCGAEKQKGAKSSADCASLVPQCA
RGS4 act – RGS4 potentiators or activators, primary screen, cell-based, HEK293 M3R inducible RGS4, calcium flux; carbachol calcium flux Fluo4; stronger effect = lower value; B-score at 10 µM; hit rate 0.92% among 310,000; AID 463111, 2010;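 active = B-score of the integrated calcium signal more than 4 SD below the library mean, with starting fluorescence not abnormally high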;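 note: negative B-score means reduced calcium response which marks RGS4 activation or potentiation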
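Detection: kinetic calcium fluorescence imaging with Fluo4-AM dye, 2 µM / Material: HEK293 cells with stable M3R and inducible RGS4 / Schedule: recording 10 s baseline at 1 Hz, 100 s post-agonist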
KCNK3 block – human KCNK3 channel inhibitors, primary screen, CHO cells, FluxOR thallium flux, B-score | Potassium channel subfamily K member 3 (Homo sapiens), O14649 | FluxOR fluorescence; stronger effect = lower value | B-score at 10 µM | hit rate 0.84% among 340,000;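 active = B-score under library mean minus 4 SD, starting fluorescence ratio at most library mean plus 5 SD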;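 note: more negative B-score means stronger inhibition of thallium flux through KCNK3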
TMEM16A act – TMEM16A chloride channel activators or potentiators, primary screen, cell-based, HTS | Anoctamin-1 (Mus musculus), Q8BHY3 | HEK293 TMEM16A/YFP-H148Q/I152L, iodide quench fluorescence; stronger effect = lower value | B-score at 10 µM | hit rate 0.3% among 340,000 | AID 623877, 2012;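 active = fluorescence-ratio B-score plate-corrected deviation score at least 3 library SD below zero, with starting fluorescence score within 5 deviations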;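 note: channel opened by trigger with iodide after compound preincubation; score built on the fluorescence ratio of max minus min over baseline; more negative score means more quench and so TMEM16A activation or potentiation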
SKKanGAS inh – S. pyogenes SKKanGAS growth inhibitors in kanamycin, primary screen, streptokinase expression inhibitor project, SKKanGAS strain, BacTiter-Glo luminescence. hit rate 1.3% among 300,000. 6 h. inhibition, % at 7.5 µM;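 active = mean replicate score, as percent of positive control median, at least 50; inconclusive = mean below 50 but one replicate at or above 50; inactive = mean and every replicate below 50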;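 note: strain carries kanamycin resistance gene driven by streptokinase promoter and grows in 40 µg/ml kanamycin; loss of luminescence reflects streptokinase promoter inhibition or plain growth inhibition; 0% = median of DMSO wells and 100% = positive control at its reference dose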
KCNQ1 inh – inhibitors of human KCNQ1 channel, primary screen, cell-based, thallium flux, high-throughput; CHO-K1 KCNQ1, FluxOR thallium flux fluorescence; stronger effect = higher value; B-score at 10 µM; hit rate 1.3% among 310,000; AID 2642, 2010;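 active = compounds whose thallium flux B-score, printed positive for inhibition, exceeds three library SD while starting fluorescence stays within three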;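 note: channel opened by potassium depolarization with thallium stimulus after 20 min compound exposure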
KCNK9 inh – KCNK9 potassium channel inhibitors, primary screen, HEK293 cells, thallium flux; Potassium channel subfamily K member 9 (Homo sapiens), Q9NPC2; FluxOR thallium flux fluorescence; stronger effect = lower value; B-score at 10 µM; hit rate 1.2% among 310,000; AID 488922, 2010;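 active = ratio B-score over 3 SD below the library mean, with starting fluorescence within 5 SD of its mean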;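 note: negative B-score means less thallium flux so channel inhibition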
Target sequence (Q9NPC2 whole entry, looked up): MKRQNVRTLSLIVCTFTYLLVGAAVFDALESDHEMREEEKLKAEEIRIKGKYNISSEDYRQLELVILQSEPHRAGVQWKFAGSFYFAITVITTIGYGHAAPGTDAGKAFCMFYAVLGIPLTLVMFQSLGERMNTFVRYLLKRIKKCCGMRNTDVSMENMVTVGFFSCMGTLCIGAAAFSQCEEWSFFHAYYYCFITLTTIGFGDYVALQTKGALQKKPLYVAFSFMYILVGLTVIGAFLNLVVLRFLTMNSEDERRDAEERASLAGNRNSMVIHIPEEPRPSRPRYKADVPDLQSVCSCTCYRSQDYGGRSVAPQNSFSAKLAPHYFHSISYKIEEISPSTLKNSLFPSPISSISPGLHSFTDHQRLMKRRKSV
The depositor's hits bear a star; i = inactive; ? = inconclusive; · = no result given.

SMILES	KCNQ1 act	hERG rescue	HDAC3 inh	ANO1 block	RGS4 inh	RGS4 act	KCNK3 block	TMEM16A act	SKKanGAS inh	KCNQ1 inh	KCNK9 inh
CCCC(O)(CCN1CCOCC1)c1ccc(Cl)cc1 (configuration not stated)	i	-3	-2	i	i	i	i	i	0	i	i
C/C(=N\Nc1cccc2cccnc12)c1ccccc1O	i	-7	-2	i	i	i	-10*	i	-6	i	i
COc1ccc(NS(=O)(=O)c2ccc(N3CCOCC3)c(NC(=O)c3ccccc3Cl)c2)cc1	i	-13	-2	i	i	i	i	i	9	i	i
CCn1c(SCC(=O)Nc2cccc(C)c2)nc2nc3c(cc2c1=O)COC(C)(C)C3	i	-11	10	i	i	i	i	i	-3	i	i
CCCSc1nc2cc(C)c(C)cc2n1CC(C)O (configuration not stated)	i	-6	4	i	i	i	i	i	-1	i	i
CCOC(=O)Cc1cc(=O)[nH]c(/N=C(\N)Nc2ccc(C)c(C)c2)n1	i	-7	3	i	i	i	i	i	3	i	i
CCNC(=S)Nc1sc2c(c1C#N)CCC(C)C2 (configuration not stated)	i	-5	-2	i	i	i	i	i	-1	i	i
O=C(/C=C/c1ccc(O)cc1)c1c(O)cc(O)cc1O	i	-11	7	i	i	i	i	i	10	i	i
O=C(O)CCNC(=O)/C(=C/C=C/c1ccccc1)NC(=O)c1ccccc1	i	-9	6	i	i	i	i	i	-8	i	i
CCCC(=O)Nc1ccc(C#Cc2ccccc2)cc1	i	-5	4	i	i	i	i	i	9	i	i
Cc1ccc(S(=O)(=O)N2C(=O)CCC2C(=O)N2CCCCC2)cc1 (configuration not stated)	i	-12	-3	i	i	i	i	i	2	i	i
Cc1cccc(C(=O)NCc2nnc(SCC(=O)NC3CCCC3)n2C)c1	i	-4	-4	i	i	i	i	i	0	i	i
Cc1cc(N)n(-c2ccccn2)n1	i	-2	-3	i	i	i	i	i	-1	i	i
CN(C)S(=O)(=O)Nc1cccc(NC(=O)CC23CC4CC(CC(C4)C2)C3)c1	i	-7	1	i	i	i	i	i	5	i	i
Cc1cc(C(=O)OCC(=O)Nc2c(F)cccc2F)c(C)n1-c1ccccc1	i	-5	3	i	i	i	i	i	-1	i	i
COc1ccccc1/C=C\C(=O)NCC(=O)N/N=C(/C)c1cccc([N+](=O)[O-])c1	i	-9	6	i	i	i	i	i	0	i	i
Cc1cc(C(=O)NCc2cc(F)cc3c2OCOC3)nn1C	i	-8	3	i	i	i	i	i	1	i	i
O=C(NCc1ccco1)c1ccc2c(=O)n(-c3ccccc3)c(=S)[nH]c2c1	i	-10	5	i	i	i	i	i	-3	i	i
CC(C)c1ccccc1OCCCCCNCCO	i	-3	-2	i	i	i	i	i	-3	i	i
O=C(NCCCn1ccnc1)/C(=C/c1cccnc1)NC(=O)c1ccco1	i	-15	-4	i	i	i	i	i	6	i	i
Cc1ccc(CC(=O)NCC(C)C)cc1	i	-11	3	i	i	i	i	i	6	i	i
COc1ccccc1-n1c(SCC(=O)N(C)C2CCS(=O)(=O)C2)nc2ccccc2c1=O (configuration not stated)	i	-13	0	i	i	i	i	i	12	i	i
CCc1ccccc1OCc1nnc(N)s1	i	-6	-1	25*	i	i	i	i	-3	i	i
O=C(Nc1cccc(-c2nn[nH]n2)c1)c1ccc(Cl)s1	i	-6	·	i	i	i	i	i	1	i	i
COCCNC(=O)CN(C(=O)Cn1nnc2ccccc21)c1ccc(C)c(F)c1	i	-14	-3	i	i	i	i	i	-4	i	i
CCCn1nnc(NC(=O)c2sc3ccccc3c2Cl)n1	i	-15	-17	i	i	i	i	i	-10	i	i
CCC1(C(=O)OC)NC(c2cccc(F)c2)C2C(=O)N(C)C(=O)C21 (configuration not stated)	i	-6	-5	i	i	i	i	i	-3	i	i
CCOC(=O)c1c(C)oc2c1c(C=NC1CCS(=O)(=O)C1)c(O)c1ccccc12 (configuration not stated)	i	0	0	i	i	i	i	i	28	i	i
Cc1ccc(C(=O)Nc2ccc(N3CCOCC3)c3nonc23)cc1[N+](=O)[O-]	i	-6	5	i	i	i	i	i	17	i	i
CCCCn1c(N)c(N(CCOC)C(=O)COC(=O)COc2cccc(C(C)=O)c2)c(=O)[nH]c1=O	i	-17	-25	i	i	i	i	i	20	i	i
O=C(C1CCN(c2ccc(N3CCOCC3)nn2)CC1)N1CCN(c2ccc(F)cc2)CC1	i	-11	-3	i	i	i	i	i	-4	i	i
Cc1cc(NS(=O)(=O)c2ccc(NC(=O)C(C)Oc3ccc(C(C)C)cc3)cc2)no1 (configuration not stated)	i	-8	1	i	i	i	i	i	10	i	i
COc1ccc(NC(=O)CC(C)NCCCN2CCCC2=O)cc1 (configuration not stated)	i	-9	0	i	i	i	i	i	5	i	i
Cc1cccc(CN2C(=O)CSc3ccc(C(=O)NC4CC4)cc32)c1	i	-8	3	i	i	i	i	i	3	i	i
CCOc1ccc(OCC(=O)OCn2c(SC)nnc(C)c2=O)cc1	i	-4	·	i	i	i	i	i	-9	i	i
CC(C)C(=O)N1CCN(c2nc(-c3ccccc3)c3c(c2C#N)CCCC3)CC1	i	-16	-5	i	i	i	i	i	3	i	-8.6*
Cc1ccc(C(=O)NC(=S)NNC(=O)c2ccccc2[N+](=O)[O-])cc1	i	-5	4	i	i	i	i	i	·	i	i
CCOC(=O)c1ccc(NC(=O)CN2C(=O)C(C)SC(C)C2=O)cc1 (configuration not stated)	i	-4	-2	i	i	i	i	i	3	i	i
COCCNC(=O)CCc1c(C)nc2c(c(C)nn2-c2ccc(C)cc2)c1C	i	-9	1	i	i	i	i	i	1	i	i
O=C1C2C3C=CC(CC3)C2C(=O)N1/N=C/c1c[nH]c2ccccc12 (configuration not stated)	i	-4	0	i	i	i	i	i	-6	i	i
CC1CCc2nc3ccc(S(=O)(=O)N4CCC(C(=O)O)CC4)cc3c(C(=O)O)c2C1 (configuration not stated)	i	-3	5	i	i	i	i	i	2	i	i
Cc1cc(C)c[n+](C(C)C(=O)c2ccc(Cl)cc2)c1 (configuration not stated)	i	-11	2	i	i	i	i	i	3	i	i
COc1ccc(S(=O)(=O)NCc2ccccc2Cl)cc1OC	i	-9	3	i	i	i	i	i	-2	i	i
N#Cc1c(-c2cccc(Cl)c2)[nH]c(=S)[nH]c1=O	i	-9	-3	i	i	i	i	i	-12	i	i
CC(=O)Oc1ccc2c(c1)O/C(=C\c1ccncc1)C2=O	i	-27	5	i	i	i	i	i	2	9*	i
CS(=O)(=O)Oc1ccc(/C=C2\C(=N)N3N=C(CC(=O)N4CCOCC4)SC3=NC2=O)cc1Cl	i	-4	8	i	i	i	i	i	0	i	i
CCOC(=O)C1=C(C)OC(N)=C(C#N)C1c1ccc(C)s1 (configuration not stated)	i	-3	-1	i	i	i	i	i	2	i	i
Cc1cccc(N2CCN(C(=O)C3CCN(S(=O)(=O)N4CCOCC4)CC3)CC2C)c1 (configuration not stated)	i	-6	-8	i	i	i	i	i	16	i	i
O=C(OCN1C(=O)c2ccccc2C1=O)c1cccc(S(=O)(=O)N2CCOCC2)c1	i	-9	-1	i	i	i	i	i	-2	i	i
COc1ccccc1CCCNC(=O)C1CCC(=O)N(Cc2ccccc2F)C1 (configuration not stated)	i	-7	-2	i	i	i	i	i	-2	i	i
CCOc1ccc(C(=O)N2CCN(c3cnn(-c4ccccc4)c(=O)c3Cl)CC2)cc1	i	-3	2	i	i	i	i	i	-20	i	i
CC1CCC(C(C)C)C(OCC(O)CNC(C)C)C1 (configuration not stated)	i	-6	·	i	i	i	i	i	0	i	i
CS(=O)(=O)/C(C#N)=C/c1cccn1S(=O)(=O)c1ccccc1	i	-6	4	i	i	i	i	i	-6	i	i
O=C(N/C(=C/c1ccc(F)cc1)C(=O)N1CCCC1)c1ccccc1	i	-4	1	i	i	i	i	i	6	i	i
O=C(COc1cccc2ccccc12)N/N=C/c1ccc(Sc2nc3ccccc3s2)o1	i	-2	0	i	i	i	i	i	23	i	i
O=C(/C=C\c1ccco1)Nc1ccc(N2CCN(C(=O)c3ccccc3)CC2)cc1	i	-13	?	i	i	i	i	i	-20	i	i
COc1ccc(Cl)cc1Nc1cc(C)nc2nc(C)nn12	i	-7	13	i	i	i	i	i	-4	i	i
Cc1nn(-c2ccccc2)c(C)c1P(=O)(c1ccccc1)N(C)C (configuration not stated)	i	-12	-1	i	i	i	i	i	4	i	i
COc1cccc(-n2c(Cc3cc(=O)[nH]c(=O)[nH]3)nnc2SCC(=O)N2CCC(C)CC2)c1	i	-11	4	i	i	i	i	i	-11	i	i
Cc1nn(C(=O)c2cc([N+](=O)[O-])ccc2Cl)c(C)c1Br	i	-14	-2	i	i	i	i	i	5	i	i

The listing continues.
SMILES	KCNQ1 act	hERG rescue	HDAC3 inh	ANO1 block	RGS4 inh	RGS4 act	KCNK3 block	TMEM16A act	SKKanGAS inh	KCNQ1 inh	KCNK9 inh
Cc1c(C(=O)Nc2nccs2)sc2nc(-c3cccs3)cc(C(F)(F)F)c12	i	-10	-2	i	i	i	i	i	95*	i	i
CC#CC(=O)N1CCC(CCc2ccccc2)(C(=O)OCC)CC1	i	-5	18	i	i	i	i	i	-2	i	i
Cc1ncc(CC(=O)n2cc(C(=O)c3cc(Cl)ccc3O)cn2)s1	i	-6	0	i	i	i	i	i	5	i	i
Cc1cc([N+](=O)[O-])nn1CCCC(=O)Nc1cccnc1Cl	i	-6	-4	i	i	i	i	i	-6	i	i
